Screening results: PubChem BioAssay, several laboratories
dFosB act – enhances mouse delta FosB homodimer DNA binding; P13346; purified delta FosB, TAMRA-CDK5 oligo fluorescence polarization; percent of positive-control signal above neutral wells; activation, % at 25 µM; hit rate 0.99% among 340,000;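 active = mean activation above about 17%, with every replicate also reaching it, limit read from the data, passing the limit was not always enough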;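 also: fluorescence polarization rise as delta FosB binds a TAMRA Cdk5 AP-1 oligo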
Target sequence (P13346 whole entry, looked up): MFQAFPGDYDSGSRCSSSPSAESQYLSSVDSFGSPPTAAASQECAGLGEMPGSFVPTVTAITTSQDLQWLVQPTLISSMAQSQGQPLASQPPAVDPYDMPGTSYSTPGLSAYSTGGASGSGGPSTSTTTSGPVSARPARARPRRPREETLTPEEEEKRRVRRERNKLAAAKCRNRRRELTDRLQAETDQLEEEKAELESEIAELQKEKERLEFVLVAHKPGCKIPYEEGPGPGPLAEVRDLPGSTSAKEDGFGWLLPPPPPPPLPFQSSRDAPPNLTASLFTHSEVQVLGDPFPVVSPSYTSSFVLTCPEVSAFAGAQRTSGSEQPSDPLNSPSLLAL
Mot1-301 SUMO – SUMOylation pathway inhibition by Mot1-301 growth rescue; growth rescue, % at 18.8 µM; hit rate 1% among 320,000; S. cerevisiae Mot1-301 growth rescue, ATP luminescence, 38.5C; percent above DMSO median, 100 means doubled;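 active = every valid replicate shows activation above 250% relative to neutral control wells; inactive = the rest, any valid replicate at or below 250%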;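 also: OY570 slx delta 5 strain wells were the positive control but not used for scaling; some compounds called inactive have numbers as strong as hits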
Rtt109 HAT inh – blocks Candida albicans Rtt109/Vps75 acetyltransferase activity. purified Rtt109/Vps75, ThioGlo CoA-SH fluorescence, 4 h. inhibition, % at 34.9 µM. hit rate 0.16% among 330,000;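 active = inhibition of at least 50% in every replicate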
Keap1 Nrf2 FP – Keap1-Nrf2 (human) interaction inhibition | Q14145 | Keap1 Kelch-Nrf2 peptide fluorescence polarization, 1536-well | inhibition, % at 9.4 µM | hit rate 0.15% among 340,000 | AID 504523; in the data active = inhibition above about 12%;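 also: human Keap1 Kelch domain with fluorescein labeled Nrf2 9mer peptide probe; 0% = neutral control wells and 100% = peptide positive control; higher means more block of Keap1 binding to Nrf2 peptide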
RTF Ca sens inh – cardiac RTF calcium desensitization; AID 493244; IANBD-labeled cardiac RTF, Ca2+ fluorescence; P19429+P45379; inhibition, % at 7.15 µM; hit rate 0.12% among 340,000;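 active = inhibition above the mean inhibition of all tested compounds plus 3 SD, cut at about 17% in these data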;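 also: assay run at fixed EC70 calcium of 1.6 mM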
cardiac RTF act – increases calcium sensitivity of human cardiac regulated thin filaments; P19429+P45379; IANBD-labeled TnC RTF fluorescence at EC20 calcium; 0% EC20 calcium, 100% full calcium; activation, % at 7.2 µM; hit rate 0.24% among 340,000;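 active = activation above the mean over all tested compounds plus 3 SD, cut at about 30% in these data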;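 also: rise in fluorescence read as greater calcium sensitivity of cardiac thin filaments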
NSD2 inh – inhibitors of human histone methyltransferase NSD2; AID 743445; hit rate 0.54% among 310,000; inhibition, % at 12.5 µM; O96028; NSD2 peptide methylation, AlphaScreen, 120 min; in the data active = inhibition above about 50%
PfHsp90 yeast 2 – growth inhibition of yeast expressing Plasmodium Hsp90; S. cerevisiae expressing PfHsp90, BacTiter-Glo ATP, 48 h; yeast lacking PDR1 and PDR3 efflux regulators; inhibition, % at 9.4 µM; hit rate 0.32% among 310,000;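 active = every replicate shows inhibition above about 80%, whatever the replicate mean, limit read from the data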;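 also: 0% = DMSO neutral controls and 100% = 20 µM radicicol positive controls; yeast relying on Plasmodium falciparum Hsp90 in place of its own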
PvdQ acylase – P. aeruginosa PvdQ acylase inhibition; purified PvdQ acylase, fluorescence plate reader; hit rate 0.063% among 340,000; inhibition, % at 10 µM; in the data active = inhibition above about 30%, passing the limit was not always enough;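 also: 0% = vehicle neutral wells and 100% = reference inhibitor wells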
C-LANA FP – blocks KSHV LANA C-terminal domain binding to DNA; MBP-C-LANA/FAM-LBS DNA binding, fluorescence polarization; inhibition, % at 9 µM; hit rate 0.078% among 340,000; AID 504423;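 active = highest replicate inhibition at or above 60% at 9 µM, even if other replicates fall short; inactive = all replicates below 60% inhibition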;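 also: 0% = neutral control wells and 100% = 4 µM acridine orange control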
CDK5 inh – inhibitors of human CDK5/p35 kinase; Q00535+Q15078; Recombinant CDK5/p35, ADP-Glo luminescence, 60 min; inhibition, % at 10 µM; hit rate 0.01% among 330,000;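 active = highest replicate inhibition of at least 50% and at least 75% of replicates reaching 50%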;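 also: plate controls were DMSO neutral control for no effect and GW8510 at 10 µM for full effect; many of its hits are not listed in these tables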
Target sequence (Q00535 whole entry, looked up): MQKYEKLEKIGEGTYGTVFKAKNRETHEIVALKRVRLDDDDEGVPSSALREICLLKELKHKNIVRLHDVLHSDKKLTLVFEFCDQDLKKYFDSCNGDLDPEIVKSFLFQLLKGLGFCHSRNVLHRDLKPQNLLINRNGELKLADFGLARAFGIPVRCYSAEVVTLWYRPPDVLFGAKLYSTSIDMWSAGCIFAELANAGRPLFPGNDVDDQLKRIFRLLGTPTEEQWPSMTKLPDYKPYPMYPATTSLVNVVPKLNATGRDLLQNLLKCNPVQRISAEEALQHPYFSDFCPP
Target sequence (Q15078 whole entry, looked up): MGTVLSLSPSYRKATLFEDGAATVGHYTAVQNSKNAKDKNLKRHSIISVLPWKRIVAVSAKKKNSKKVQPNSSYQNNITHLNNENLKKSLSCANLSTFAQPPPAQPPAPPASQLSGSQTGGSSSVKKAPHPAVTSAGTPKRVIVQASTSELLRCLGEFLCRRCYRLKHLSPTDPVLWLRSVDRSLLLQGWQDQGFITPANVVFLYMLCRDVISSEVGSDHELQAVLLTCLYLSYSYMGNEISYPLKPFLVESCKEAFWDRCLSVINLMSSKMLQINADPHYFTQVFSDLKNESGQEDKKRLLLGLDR
Numbers without * were called inactive; i = inactive; · = no result given.

canonical_smiles	Keap1 Nrf2 FP	CDK5 inh	PfHsp90 yeast 2	C-LANA FP	Rtt109 HAT inh	PvdQ acylase	dFosB act	Mot1-301 SUMO	RTF Ca sens inh	NSD2 inh	cardiac RTF act
Cc1c(Br)c([N+](=O)[O-])nn1CC(=O)NCC1CCCO1 (centres undefined)	0.8	-0.5	3.2	-0.7	2.7	3.4	-1.6	-21.7	1.0	-0.8	-3.4
C/C(=N/NC(=O)c1ccc(Br)o1)c1cccc(NC(=O)c2ccc(C)o2)c1	0.7	0.4	11.3	-2.2	0.0	6.9	-16.5	4.3	-6.6	-2.3	-2.4
Cc1cc(C)nc(NC(=O)CN2C(=O)c3ccccc3C2=O)n1	0.3	-1.0	·	0.6	-2.3	5.4	-4.1	i	0.3	1.6	2.6
O=C(O)CC1(CC(=O)Nc2cc(C(F)(F)F)cc(C(F)(F)F)c2)CCCCC1	-0.6	1.3	9.9	1.2	7.3	-15.5	-7.1	-13.3	·	-2.5	·
CC(=O)N1CCN(C(=S)c2ccc(N(C)C)cc2)CC1	3.0	-0.4	6.5	-0.5	-3.3	-8.1	5.3	-6.9	-14.6	·	13.7
Cc1ccc(-c2csc3nnc(SCC(=O)Nc4nsc(-c5ccccc5)n4)n23)cc1	2.7	-1.8	6.5	-1.2	0.8	-5.8	7.3	-14.4	-4.7	2.4	3.4
O=C(NC(C(=O)NCCN1CCOCC1)C12CC3CC(CC(C3)C1)C2)C1CCCCC1 (centres undefined)	-9.1	0.2	19.7	1.8	6.6	-6.6	-2.8	-8.8	-5.2	-1.6	3.9
COc1ccc(S(=O)(=O)Nc2ccc3c(c2)OCO3)cc1OC	-2.0	0.2	·	0.2	7.6	-12.1	-3.4	-19.8	1.4	0.1	-2.4
Cc1ccc2c(cnn2C(=O)CCC(=O)NC2CCCCC2)c1	1.0	-3.5	5.2	0.4	-7.4	-3.8	-8.0	0.0	-0.7	·	-0.6
Clc1cccc(Cl)c1CSc1cc2c(nn1)-c1ccccc1CC2	6.8	-0.1	5.6	0.4	7.2	-0.1	-12.1	-2.1	-2.4	-0.1	-3.9
O=C(NC(C1CC1)C1CC1)C1CCC(=O)N(CCCN2CCCC2=O)C1 (centres undefined)	-2.2	-0.3	11.3	-0.5	4.3	-9.8	1.4	7.1	1.5	0.3	-4.4
CCn1ccc(C(=O)Nc2c(C)nn(Cc3c(F)c(F)c(F)c(F)c3F)c2C)n1	-4.6	-0.4	19.0	-2.1	0.4	-12.5	-4.4	112.9	-17.2	-4.7	3.1
O=C(N1CCOCC1)C1(S(=O)(=O)c2ccccc2)CC=CC1	-1.1	2.9	4.6	0.6	0.7	-1.4	-0.5	639.3*	-7.5	·	1.6
CCOC(=O)N1CCN(C(=O)COC(=O)Cc2ccc(OC)cc2)CC1	-1.8	0.1	2.9	-1.7	3.3	-3.4	0.6	-3.6	-8.9	-5.4	-7.6
Cc1ccc(NS(=O)(=O)c2ccc(Br)cc2)nc1	-0.6	-0.8	-9.2	-0.4	16.8	11.2	-1.7	1.8	·	8.2	·
CN1C(=O)c2ccccc2C(C(=O)NCCCN2CCCC2)C1c1c[nH]c2ccccc12 (centres undefined)	-3.8	-1.3	-3.5	3.2	3.3	-31.0	-4.9	7.9	-2.3	·	-5.8
Cc1nc(-c2ccc(NC(=O)/C=C\C(=O)O)cc2)cs1	-4.5	-0.9	-3.8	-0.3	-4.7	0.2	-5.5	68.7	-1.5	0.8	-3.2
COc1cc(/C=N/n2c(-c3ccc4c(c3)NC(=O)CO4)csc2=Nc2cccc(C)c2)ccc1O	-5.8	-1.6	-40.5	-0.7	1.8	-9.1	-13.1	12.8	2.4	-0.1	0.7
O=C(CSc1ncc(C(F)(F)F)cc1Cl)N1CCN(S(=O)(=O)c2ccc3ccccc3c2)CC1	-2.4	0.0	4.6	0.8	-31.9	-9.7	-4.7	21.1	-1.6	1.4	-0.6
COc1ccc(C(=O)Nc2ccnn2C2CCN(Cc3ccc4nonc4c3)CC2)cc1	-9.0	-2.4	-18.8	-2.9	-3.5	-13.7	4.0	-5.9	-4.7	2.7	1.3
CC(=O)c1ccc(NS(=O)(=O)c2ccc3ccccc3c2)cc1	-0.4	0.7	7.1	-0.3	-11.8	-9.5	0.8	95.7	6.7	-0.3	4.7
CCC(=O)N1CCc2cc(S(=O)(=O)CCC(=O)N(C)c3ccc(OC)cc3)ccc21	-2.9	-0.9	21.5	-0.5	-6.1	-7.1	-8.8	3.9	-8.1	-3.0	-5.2
O=C(Nc1nccs1)c1cc2cc(Cl)ccc2oc1=O	-5.8	-6.1	4.0	-0.6	-3.0	-17.1	-1.3	-15.0	-2.6	-1.0	0.6
COc1ccc(NC2=C(Cl)C(=O)N(c3ccccc3)C2=O)c(OC)c1	-0.7	0.7	-29.2	1.8	-1.3	-15.9	2.1	-5.6	-22.1	8.4	-2.9
O=C(Cn1cnc2c(NCc3ccccc3)ncnc21)NCCCN1CCCC1=O	-5.8	-1.1	5.4	-1.3	2.6	-12.6	3.5	·	-4.2	·	-1.2
O=[N+]([O-])c1cccc(/C=N/n2c(-c3cccnc3)n[nH]c2=S)c1	-6.0	2.0	-4.4	0.0	-2.7	-4.9	-5.1	-2.1	6.8	3.0	-0.9
COc1cccc(OCCn2ccnc2)c1	-1.4	-2.8	·	2.5	-16.5	-8.7	-11.8	-2.3	-4.1	2.3	1.3
COc1cccc(NC(=O)CN(C)C(C)C(=O)N2CCCCC2)c1 (centres undefined)	-6.7	1.9	-15.8	1.6	·	1.5	-4.5	-5.7	-1.0	3.2	-2.1
O=C(NCCc1ccc(Cl)cc1)C1COc2ccccc2O1 (centres undefined)	-0.2	1.5	0.5	-0.6	0.2	-13.6	-3.8	-16.3	-11.5	-0.2	-0.6
Cc1nc(C)c(C(=O)N(c2ccc(F)cc2)C(C(=O)NCC2CCCO2)c2ccccc2)s1 (centres undefined)	-0.7	-0.5	11.3	0.6	-12.4	-17.1	0.2	1.4	0.4	0.9	-4.8
O=C(c1ccc(NC(=S)Nc2ccc(F)cc2F)cc1)N1CCOCC1	-1.6	-1.7	-18.3	-1.0	-1.7	-14.4	-4.2	5.6	2.8	1.3	-1.0
O=c1oc(-c2cccs2)nc2ccccc12	-0.1	-1.7	-25.0	1.0	-12.1	8.6	-0.7	-13.5	0.2	0.2	-5.6
O=[N+]([O-])c1cccc(S(=O)(=O)N/N=C\c2ccc3c(c2)OCO3)c1	-1.2	0.7	0.9	-2.0	-6.8	-11.5	1.7	-18.4	-5.5	0.3	0.7
C#CCNC(=O)C1=C[C@H](c2ccc(Br)cc2)[C@@H](CCCO)[C@H](OCC)O1	-1.5	-2.2	-2.5	-1.0	-0.1	-9.0	-3.6	-14.4	-3.7	·	-6.1
O=C(O)Cn1cc(C(=O)C2CC2)c2ccccc21	2.8	-3.9	-1.9	-1.0	1.7	-2.5	6.1	-8.8	-4.3	4.3	-6.0
CCN(C(=O)CSc1nnnn1-c1ccc(Cl)cc1)C1CCS(=O)(=O)C1 (centres undefined)	-6.1	-0.5	-1.2	-2.4	10.9	2.0	-3.6	6.6	0.7	-0.2	2.7
O=C(NCCCCNC(=O)c1cccnc1Cl)c1cccnc1Cl	-5.9	-2.5	-20.1	0.5	-0.4	-12.0	-2.3	-9.4	1.4	-1.6	0.8
CC1(C)Oc2ccc(C(=O)NC3CC3)cc2N(CC(=O)N2CCOCC2)C1=O	1.8	-2.2	7.8	-0.1	3.2	17.2	-4.2	-14.8	-2.7	33.5	-3.9
CC1(C)C(=O)Nc2ccccc2N1C(=O)COC(=O)Cn1cnc2ccccc2c1=O	-2.6	0.2	·	0.8	-1.4	-9.1	-18.4	2.7	1.6	1.4	9.3
COCCNC(=O)C1Cc2c(ccc3ccccc23)O1 (centres undefined)	-2.1	0.4	9.3	0.1	-3.5	-6.5	-1.2	2.9	0.1	-1.1	1.2

Record cards, from the list above:
Record of CC1(C)C(=O)Nc2ccccc2N1C(=O)COC(=O)Cn1cnc2ccccc2c1=O → Keap1 Nrf2 FP = -2.6; CDK5 inh = 0.2; PfHsp90 yeast 2 = ·; C-LANA FP = 0.8; Rtt109 HAT inh = -1.4; PvdQ acylase = -9.1; dFosB act = -18.4; Mot1-301 SUMO = 2.7; RTF Ca sens inh = 1.6; NSD2 inh = 1.4; cardiac RTF act = 9.3
Record of O=[N+]([O-])c1cccc(S(=O)(=O)N/N=C\c2ccc3c(c2)OCO3)c1 → Keap1 Nrf2 FP = -1.2; CDK5 inh = 0.7; PfHsp90 yeast 2 = 0.9; C-LANA FP = -2.0; Rtt109 HAT inh = -6.8; PvdQ acylase = -11.5; dFosB act = 1.7; Mot1-301 SUMO = -18.4; RTF Ca sens inh = -5.5; NSD2 inh = 0.3; cardiac RTF act = 0.7

Continuation:
canonical_smiles	Keap1 Nrf2 FP	CDK5 inh	PfHsp90 yeast 2	C-LANA FP	Rtt109 HAT inh	PvdQ acylase	dFosB act	Mot1-301 SUMO	RTF Ca sens inh	NSD2 inh	cardiac RTF act
CC(O)(c1ccccc1)C(C(c1ccccc1)N1CCOCC1)N1CCOCC1 (centres undefined)	5.3	-0.7	-0.2	2.3	-5.7	-12.1	5.1	·	-10.4	-0.9	9.3
COCCn1c(SCC(=O)NCCc2ccc(OC)c(OC)c2)nc2c([nH]c3ccccc32)c1=O	-3.5	0.3	-2.8	0.5	0.1	-4.3	-0.7	-9.5	-6.5	-16.1	-0.4
O=C(NCCN1C(=O)S/C(=C\c2cccnc2)C1=O)c1cc(S(=O)(=O)N2CCOCC2)ccc1F	-4.8	0.2	-37.4	-0.2	-5.9	1.1	-10.1	-13.3	5.7	1.4	5.3
COc1ccc(Br)cc1/C=N/NC(=O)c1nc(-c2ccccc2)n2c1CCCCC2	-1.5	0.1	10.9	1.8	-5.5	-12.4	-9.6	-4.6	-13.9	1.2	0.8
O=C(Cc1c(F)cccc1Cl)Nc1ccon1	5.0	-0.2	-2.5	-2.5	-2.1	-11.0	-7.2	-9.7	-1.8	0.9	4.6
CCOC(=O)c1c(C)nc(C)c(C(=O)OCC)c1-c1ccc(OC)cc1	1.2	-0.4	·	-1.2	-4.2	-9.1	0.2	-17.6	-2.8	-1.9	1.8
